Assay outcomes: PubChem, National Center for Advancing Translational Sciences (NCATS)
FUS suppressor – FUS proteinopathy suppression in yeast | Potency, µM (series often up to 76.6 µM), without a hit: top-dose growth rescue (activation), usual class: activators | AID 1347120 | actives 0.24% (n = 390,000) | S. cerevisiae FUS-expressing, growth rescue, OD600, 24 h;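 note: plate controls were DMSO vehicle for no effect and reference control for full effect; nearly all actives have a fitted effect of over 55% in size; some results filed as inactive show a strong effect at the top dose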
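FUS-expressing yeast, raffinose-pregrown, induced in 2% galactose minimal medium at OD 0.005; compounds in a dilution series, 24hr at 30C. Growth restoration read as absorbance at 600 nm. CP55940 positive control, DMSO negative.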
EPAC1 agonist – agonists of human EPAC1; O95398; EPAC1 agonist qHTS, biochemical assay; response scale: 100% = response to 6.5 mM cAMP; Potency, µM (series often up to 154 µM), without a hit: at the top dose activation, most hits filed as activators; actives 0.073% (n = 360,000); AID 720707; note: nearly all actives have a fitted effect of over 60% in size
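Multi-concentration qHTS readout: loss of Rap1B-bound BODIPY-GDP fluorescence driven by 100 nM EPAC1 with excess GDP (50 uM), monitored kinetically at room temperature; agonist response expressed relative to 6.5 mM cAMP.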
EPAC2 antag – antagonists of human EPAC2; Q8WZA2; EPAC2 GEF exchange of Rap1B-BODIPY-GDP, fluorescence; Potency, µM (series often up to 114 µM), inactives show at the top dose activity, negative = inhibition, actives largely listed as inhibitors; actives 0.18% (n = 360,000); AID 720708; note: % is set by controls: 0 for no effect and ±100 for the full control effect; nearly all actives have a fitted effect of over 45% in size; many of its hits are not listed in these tables
EPAC1 antagonist – blocks human EPAC1 exchange factor; AID 720709; O95398; actives 0.14% (n = 360,000); Potency, µM (series often up to 115 µM), inactives show at the top dose activity change, negative = inhibition, hits mostly inhibitors; EPAC1 GEF assay, Rap1b-BODIPY-GDP exchange fluorescence;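 note: plate controls were vehicle for no effect and positive control for full effect; nearly all actives have a fitted effect of over 50% in size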
TDP-43 yeast inh – inhibitors of TDP-43 toxicity in yeast; TDP-43 expressing yeast growth rescue, BacTiter-Glo, 24 h; Potency, µM (titrated, usually from 46.1 µM), without a hit: at the highest dose growth rescue (activation), most hits filed as activators; actives 1.8% (n = 410,000); AID 652104; note: % of control where 0% means no effect; nearly all actives have a fitted effect of over 50% in size
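Luminescence from BacTiter-Glo reports growth of TDP-43-expressing yeast after 24 hr at 30 deg C with compound. Cells were raffinose-pregrown to mid-log, then seeded in galactose medium at OD600=0.02.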
aSyn yeast inh – rescues yeast growth from alpha-synuclein toxicity. Yeast expressing alpha-synuclein, growth rescue, BacTiter-Glo, 24 h. Potency, µM (doses to about 46.1 µM), for the others: at the top dose growth rescue (activation), actives largely listed as activators. actives 0.14% (n = 370,000). AID 652106; note: % of control where 0% means no effect; nearly all actives have a fitted effect of over 65% in size
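Rescue of yeast growth: cells expressing toxic alpha-synuclein, induced in galactose at OD600 0.02, incubated with compound 24 h at 30 C. ATP luminescence quantified growth; inhibitors of toxicity appear as activators.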
PTHR1 agonist – agonists of human PTHR1 parathyroid hormone receptor; HEK293 GP2 PTHR1 cells, GloSensor cAMP luminescence, 1 h; Potency, µM (top dose mostly 115 µM), for the others: at the top dose activation, hits mostly activators; actives 0.075% (n = 410,000); Q03431; note: nearly all actives have a fitted effect of over 55% in size; some results filed as inactive show a strong effect at the top dose; inactives centre near -15; many of its hits are not listed in these tables
Target sequence (Q03431 whole entry, looked up): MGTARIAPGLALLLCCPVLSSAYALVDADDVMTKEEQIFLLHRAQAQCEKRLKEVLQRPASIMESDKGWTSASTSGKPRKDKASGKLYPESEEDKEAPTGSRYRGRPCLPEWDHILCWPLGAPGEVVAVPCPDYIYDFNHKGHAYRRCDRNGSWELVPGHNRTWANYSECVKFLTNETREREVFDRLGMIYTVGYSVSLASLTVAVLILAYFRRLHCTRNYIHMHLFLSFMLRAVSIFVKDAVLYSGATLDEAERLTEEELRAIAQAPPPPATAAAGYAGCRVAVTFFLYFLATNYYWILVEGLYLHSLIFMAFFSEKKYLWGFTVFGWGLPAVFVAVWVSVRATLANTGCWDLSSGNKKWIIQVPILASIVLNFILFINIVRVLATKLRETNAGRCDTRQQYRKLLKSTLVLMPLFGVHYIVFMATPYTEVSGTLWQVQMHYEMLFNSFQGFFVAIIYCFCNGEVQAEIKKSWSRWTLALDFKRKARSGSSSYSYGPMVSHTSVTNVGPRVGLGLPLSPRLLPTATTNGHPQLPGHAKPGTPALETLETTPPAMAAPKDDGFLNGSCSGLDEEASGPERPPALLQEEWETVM
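HEK-293-derived GP2 cells expressing PTHR1 and a GloSensor cAMP reporter, 3,000/well, plated overnight, given luciferin plus IBMX (each 0.5 mM as added) for 1 h at 37 °C, then compound for 1 h at 37 °C. Luminescence was read after 15 min at room temperature.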
EPAC2 ag – EPAC2 (human) agonism. Q8WZA2. actives 0.079% (n = 360,000). Potency, µM (series often up to 154 µM), inactives show top-dose activation, most hits filed as activators. EPAC2 activation, biochemical qHTS; response scale: 100% = 6.5 mM cAMP response; note: nearly all actives have a fitted effect of over 50% in size
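Each well held 100 nM EPAC2, 250 nM RAP1B-BODIPY-GDP and 50 uM GDP. Fluorescence, read at 5-min intervals to 30 min, was referenced to a 6.5 mM cAMP positive control.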
Starred values were filed as active, the others as inactive; i = inactive; ? = inconclusive; · = no result given; [ ] = dose if it differs, or a comment. Calls come from the whole dose curve; as a rule, active = well fitted curve in the direction sought with a large enough effect; inconclusive = small, poorly fitted or top-dose-only effect, or another doubt; inactive = no such curve, though single readings can be large; an effect the other way counts as inactive or inconclusive. Potency is the fitted concentration of half-maximal effect. An excerpt; count on the stated rates, not on these rows.

SMILES	FUS suppressor	EPAC1 agonist	EPAC2 antag	EPAC1 antagonist	TDP-43 yeast inh	aSyn yeast inh	PTHR1 agonist	EPAC2 ag
CC(C)CC1C(=O)N(Cc2cn(CCC3OCCO3)nn2)CCS(=O)(=O)N1Cc1ccc(-c2cccc(CO)c2)cc1 (centres undefined)	42%	-12%	10%	-7%	0%	4%	-27%	19%
O=C(C[C@@H]1CC[C@H](NC(=O)Nc2ccc(F)cc2)[C@@H](CO)O1)NCc1cccc(F)c1	-6%	9%	9%	4%	11%	-5%	i	3%
COc1ccc(NC(=O)CCS(=O)(=O)c2ccc3c(c2)CCCN3C(C)=O)cc1	7%	16%	5%	-11%	-5%	-6%	-11%[57.5 µM]	4%
COc1cc(/C=C/C(=O)O)cc(OC)c1O	-37%	-11%	-1%	7%	16%	-6%	-13%	-2%
CCN(CC(=O)Nc1ccccc1C(F)(F)F)C(=O)Cc1sc(C)nc1-c1ccc(F)cc1	11%	1%	-24%	-1%	-7%	-1%	i	-7%
CCCCCOC(=O)c1ccc(NC(=O)c2cccc(NC(=O)c3ccccc3C(=O)O)c2)cc1	29%	-9%	-10%	-13%	?	-9%	-9%	-9%
O=C(O)c1ccc(CNCc2ccc(F)cc2)cc1	-18%	8%	-2%	4%	-14%	-6%	i	8%
O=C(CNc1ccccc1)N/N=C/c1ccc([N+](=O)[O-])cc1	36%	-1%	3%	-12%	21%	4%	-5%	12%
COc1ccc(-n2nnnc2/C=C\Nc2ccc(C)cc2)cc1	28%	9%	-6%	-29%	-7%	-5%	i	12%
CCOC(=O)c1nn(-c2ccccc2F)c(C)c1C(C)=O	3%	-9%	-7%	6%	4%	3%	i	4%
O=C(O)c1cccc(NC(=S)NCc2ccccc2)c1	6%	9%	3%	5%	18%	9%	17%	11%
Cc1ccc(Cl)cc1N1CCN(Cc2nnnn2Cc2ccco2)CC1	31%	11%	-3%	-10%	?	?	i	10%
CC(OC(=O)c1ccncc1)C(=O)Nc1cccc([N+](=O)[O-])c1 (centres undefined)	-8%	6%	1%	9%	-4%	1%	-9%	7%
COc1ccc(C)cc1NC(=O)C1CCN(C(=O)C2CC(=O)N(c3ccc(C)cc3)C2)CC1 (centres undefined)	20%	-3%	3%	-15%	-3%	4%	-8%	5%
CCOc1ccc(N(CC(=O)N/N=C/c2cc(Br)c(C)o2)S(C)(=O)=O)cc1	-6%	6%	-5%	-4%	-6%[9.22 µM]	4%	i	5%
O=C(NCc1ccccc1)c1ccc2c(=O)[nH]c3c(C(=O)NCC4CCCO4)sc(=S)n3c2c1 (centres undefined)	15%	-12%	?	-13%	-8%	5%	i	-16%
COc1ccccc1CN(Cc1nc2ccccc2c(=O)[nH]1)C(=O)Nc1ccc(C)cc1	1%	14%	-6%	-8%	13%	-8%	-13%	12%
COc1ccc(-n2c(COc3cccc(C)c3)n[nH]c2=S)cc1	7%	-3%	-3%	-3%	3%	1%	-10%	0%
Cc1cc(NC(=O)CSc2nnc(COc3cccc(C)c3C)n2Cc2ccco2)no1	7%	-3%	0%	8%	-16%	0%	-4%[57.5 µM]	1%
O=C(COC(=O)c1nc(Cl)ccc1Cl)Nc1ccc2[nH]c(=O)[nH]c2c1	·	4%	2%	-10%	11%	-4%	i	10%
COc1ccc(NC(=O)c2ccc(Br)o2)c([N+](=O)[O-])c1	15%	10%	-2%	-4%	-4%	-1%	-10%[57.5 µM]	18%
CN(CC(=O)NC(=O)NCc1ccccc1)Cc1ccc(Cl)cc1	18%	4%	-12%	0%	4%	-1%	i	10%
CCC(C)(C)C1CCc2c(sc(NC(=O)c3ccoc3C)c2C(N)=O)C1 (centres undefined)	-3%	-7%	-12%	-9%	?	0%	-16%	-2%
O=C(CCNS(=O)(=O)c1ccc2c(c1)CCN2C(=O)C1CC1)Nc1ccc(Cl)cc1	-17%	·	·	·	33%	-5%	-34%[inhibitor]	·

Structural class: the compounds so far containing bromine.
SMILES	FUS suppressor	EPAC1 agonist	EPAC2 antag	EPAC1 antagonist	TDP-43 yeast inh	aSyn yeast inh	PTHR1 agonist	EPAC2 ag
CCOc1ccc(N(CC(=O)N/N=C/c2cc(Br)c(C)o2)S(C)(=O)=O)cc1	-6%	6%	-5%	-4%	-6%[9.22 µM]	4%	i	5%
COc1ccc(NC(=O)c2ccc(Br)o2)c([N+](=O)[O-])c1	15%	10%	-2%	-4%	-4%	-1%	-10%[57.5 µM]	18%

(listing goes on)
SMILES	FUS suppressor	EPAC1 agonist	EPAC2 antag	EPAC1 antagonist	TDP-43 yeast inh	aSyn yeast inh	PTHR1 agonist	EPAC2 ag
COc1ccc(N(C(=O)CNC(=O)c2cccs2)C(C(=O)NCC2CCCO2)c2ccccc2)cc1OC (centres undefined)	-2%	-10%	6%	-8%	-23%	2%	3%	6%
COc1ccc2c(c1)c(=O)c(C(=O)c1ccccc1)cn2Cc1ccc(C)cc1	15%	0%	-10%	-23%	0%	-1%	-36%	11%
CCOC(=O)N1CCN(C(=O)c2ccc3nc(C)sc3c2)CC1	8%	5%	0%	0%	9%	1%	i	2%
COc1cc(/C=C2\N=C3CCCCCN3C2=O)ccc1O	5%	1%	11%	10%	4%	-7%	-24%	8%
NS(=O)(=O)c1ccc(CCNC(=O)CNC(=O)c2ccccc2F)cc1	-7%	-4%	11%	12%	-3%	-1%	i	-1%
Cc1ccc(C(C)C)c(OCCCNCc2cccnc2)c1	10%	-1%	0%	-2%	-6%	3%	i	6%
CC(C)SCCCCOc1ccc2ccccc2c1	7%	-10%	-3%	14%	-14%	-8%	-4%[57.5 µM]	11%
O=C(COC(=O)COc1ccccc1)Nc1ccc2c(c1)OCCO2	1%	-4%	10%	-9%	-15%	-12%	i	3%
O=C(COC(=O)/C=C/c1ccc(OC(F)F)cc1)NC1CCCC1	·	7%	0%	-13%	?	-1%	-6%	6%
O=C(NC(=S)NCc1ccccc1)c1ccccc1[N+](=O)[O-]	5%	-3%	-8%	3%	4%[9.22 µM]	3%	-18%	3%
CC1(C(=O)NCc2ccc3c(c2)OCO3)CCN1C(=O)CCc1ccc(Cl)cc1Cl (centres undefined)	29%	0%	-18%	-2%	0%	12%	-36%[inhibitor]	8%
N#Cc1c(-n2ccnc2)cccc1-n1ccnc1	-2%	6%	-3%[57.1 µM]	-17%	-2%	-11%	?	0%
CC(C)(C)c1cccc(C2(O)C(=O)c3ccccc3C2=O)c1O	30%	5%	?	-8%	-13%[1.82 µM]	0%	i	-2%
Cc1ccnc(NC(=O)Cn2cc([N+](=O)[O-])cn2)c1	0%	3%	0%	-12%	24%	6%	i	-1%
CCOCCCn1c(SCc2ccccc2)nnc1-c1ccncc1	21%	2%	-10%	16%	-7%	-5%	-3%	4%
CC(=O)N1Cc2cc(C(=O)NCC(F)(F)F)nc(-c3cccc(-c4cc5ccccc5o4)c3)c2[C@H]1CCO	13%	6%	0%	-23%	9%	1%	i	4%
Cc1ccccc1NC(=S)NCCC(c1ccccc1)c1ccccc1	·	-1%	-3%	-10%	-13%	-5%	?	15%
Cc1ccc(OCc2n[nH]c(=S)n2C2CCCCC2)cc1	-4%	8%	-2%	6%	9%	1%	-29%	1%
COc1cc2c(cc1OC)C(C(=O)N1CCN(c3ccccc3)CC1)C(c1cccs1)N(C)C2=O (centres undefined)	32%	8%	0%	-2%	-6%	-1%	-24%	11%
CCc1ccc(NC(=O)CSc2nnc(CNC(=O)c3cccs3)o2)cc1	19%	-5%	-9%	-8%	-10%	-6%	i	3%
CC(=O)c1cnc(N2CCCCC2)nc1C	19%	1%	5%	1%	29%	·	25%	-12%
Cc1cc(C(C)(C)C)oc1C(=O)N(CC(=O)NC1CCCC1)Cc1ccccc1	6%	-4%	1%	13%	-2%	5%	-5%	-28%
Cc1ccc(-n2c(C)cc(/C=N/NC(=O)c3ccc(CN4CCOCC4)cc3)c2C)cc1	31%	7%	1%	21%	-16%	0%	-23%[57.5 µM]	4%
CCOc1ccc(OCc2ccc(C(=O)N3CCCC3)o2)cc1	5%	-5%	17%	-1%	18%	-19%	-63%[inhibitor][57.5 µM]	-5%

Taken from above.
For EPAC2 antag, `CC1(C(=O)NCc2ccc3c(c2)OCO3)CCN1C(=O)CCc1ccc(Cl)cc1Cl` (centres undefined) has -18%
For aSyn yeast inh, `CCOC(=O)N1CCN(C(=O)c2ccc3nc(C)sc3c2)CC1` has 1%

Further compounds:
SMILES	FUS suppressor	EPAC1 agonist	EPAC2 antag	EPAC1 antagonist	TDP-43 yeast inh	aSyn yeast inh	PTHR1 agonist	EPAC2 ag
O=c1oc2ccccc2c(O)c1/C=N/c1ccccn1	-1%	6%	21%[57.1 µM]	3%	-27%	4%	-5%[57.5 µM]	-3%
O=C(COc1ccccc1)NCCS(=O)(=O)N1CCN(c2ccccc2)CC1	2%	0%	-10%	-7%	13%	3%	-9%	-10%
COc1ccc(NS(=O)(=O)c2cccc(-c3nnc(-c4ccccc4)o3)c2)cc1	·	15%	-3%	-4%	4%	7%	-42%[inhibitor]	10%
CC(=O)OC(COc1ccc(F)cc1)Cn1cnc2ccccc21 (centres undefined)	17%	5%	-1%	6%	3%	0%	i	2%
Cc1csc(=O)n1CCC(=O)OCC(=O)NNC(=O)c1ccc(Br)cc1	·	3%	0%	5%	0%	2%	-20%	0%
CC(=O)Cc1nsc(NC(=O)c2cc(-c3ccccc3Cl)oc2C)n1	17%	-15%	5%	-5%	17%	-6%	i	3%
CCCCC(=O)N(C)c1c(CC)nc2c(OCc3ccccc3C)cccn12	-6%	-6%	11%	0%	0%	-7%	-8%	0%
c1ccc2c(-c3nn[nH]n3)cccc2c1	·	1%	6%	6%	2%	-9%	i	1%
O=C(CCc1nc(-c2ccccc2)c(-c2ccccc2)o1)OCc1ccc(Cl)cc1	31%	8%	-8%	-6%	-16%	7%	-15%[57.5 µM]	-2%
CCOc1ccccc1CN1C(=O)C2(OCCO2)c2ccccc21	35%	6%	?	-3%	11%	5%	-49%[inhibitor]	1%
O=C(CN(c1ccccc1)S(=O)(=O)c1ccccc1)N/N=C/c1ccco1	29%	5%	8%	16%	12%	-3%	i	-3%
O=C(CN1C(=O)c2cccc3cccc1c23)N1CCN(c2ccc(F)cc2)CC1	-3%	5%	-7%	0%	-15%	-8%	-13%[57.5 µM]	-9%
Cc1cc(=O)[nH]c(SCC(=O)Nc2ccc(F)c([N+](=O)[O-])c2)n1	7%	5%	-4%	3%	20%	7%	i	0%
O=C(C1CC1c1ccccc1)N1CCOCC1 (centres undefined)	16%	10%	-5%[57.1 µM]	-20%	-4%	-1%	?	-6%
O=S(=O)(c1ccc(OCC(O)CN2CCN(c3ccc(F)cc3)CC2)cc1)N1CCOCC1 (centres undefined)	-6%	10%	-1%	5%	-13%	-3%	i	6%
